# RXFP1 antag: blocks the human relaxin receptor RXFP1; 0.59% of 350,000 active; activity change, negative = inhibition, % at 57.5 µM; HEK293-RXFP1, relaxin-stimulated cAMP HTRF, 30 min; stronger effect = lower value; Q9HBX9;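 active means activity change of -60% or lower, but not beyond a set lower limit; inconclusive means change between -60% and -40%, or beyond the set limit; inactive means change above -40%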; further: on the % scale 0 is the no-effect control and ±100 the full control effect
# RXFP1 ag: agonists of human relaxin receptor RXFP1; 0.3% of 370,000 active; Potency, µM (doses to about 57.5 µM), inactives show at the top dose activation, hits mostly activators; Q9HBX9; AID 2676; HEK293T-RXFP1 cAMP TR-FRET, 30 min; response scale: percent of porcine relaxin response, buffer zero; further: potency means the concentration at half of the fitted maximal effect; on the % scale 0 is the no-effect control and ±100 the full control effect; nearly all actives have a fitted effect of over 60% in size; many of its hits are not listed in these tables
#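 Agonist response is measured as cAMP accumulation in an RXFP1-transfected HEK293T line under PDE4 inhibition. Values are scaled between buffer-only and 29 nM porcine relaxin, and EC50s come from standard Hill equation fits.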
# Vif-A3G inh: blocks the Vif interaction with human APOBEC3G | 0.076% of 410,000 active | Q9HC16 | Potency, µM (doses to about 46.1 µM), inactives show at the highest dose activity, negative = active, most hits filed as inhibitors | HeLa A3G-eYFP + Vif (tagged APOBEC3G with the HIV-1 protein that degrades it), YFP fluorescence, overnight;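 further: potency means the concentration at half of the fitted maximal effect; on the % scale 0 is the no-effect control and ±100 the full control effect; nearly all actives have a fitted effect of over 60% in size; hits raise eYFP signal because A3G escapes Vif-driven loss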
# Target sequence (Q9HC16 whole entry, looked up): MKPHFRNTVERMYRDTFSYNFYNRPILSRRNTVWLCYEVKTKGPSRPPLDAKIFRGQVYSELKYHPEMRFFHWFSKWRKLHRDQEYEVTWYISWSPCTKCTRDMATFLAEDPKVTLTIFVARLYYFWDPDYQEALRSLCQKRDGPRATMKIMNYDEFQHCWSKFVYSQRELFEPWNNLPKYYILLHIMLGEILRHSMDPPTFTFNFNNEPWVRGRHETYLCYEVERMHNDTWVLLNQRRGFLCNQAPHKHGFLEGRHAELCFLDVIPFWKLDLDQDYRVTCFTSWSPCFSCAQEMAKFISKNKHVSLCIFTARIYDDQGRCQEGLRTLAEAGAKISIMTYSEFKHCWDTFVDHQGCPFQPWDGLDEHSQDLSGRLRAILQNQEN
#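 Read-out is eYFP fluorescence (Ex 488/Em 500-530) from Vif-expressing HeLa A3G-eYFP cells; more signal means A3G escaped Vif-mediated degradation. Cells plated overnight, compound pinned in, incubated overnight at 37 deg C.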
# D2 potentiator: positive allosteric modulators of human D2 dopamine receptor. P14416. HEK293 T-REx D2, calcium flux, EC20 dopamine potentiation. potentiation, % at 10 µM. 0.34% of 340,000 active;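 active means potentiation over 3 SD above the plate norm, cut at about 30% in these data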; further: 0% is about no effect
# Target sequence (P14416 whole entry, looked up): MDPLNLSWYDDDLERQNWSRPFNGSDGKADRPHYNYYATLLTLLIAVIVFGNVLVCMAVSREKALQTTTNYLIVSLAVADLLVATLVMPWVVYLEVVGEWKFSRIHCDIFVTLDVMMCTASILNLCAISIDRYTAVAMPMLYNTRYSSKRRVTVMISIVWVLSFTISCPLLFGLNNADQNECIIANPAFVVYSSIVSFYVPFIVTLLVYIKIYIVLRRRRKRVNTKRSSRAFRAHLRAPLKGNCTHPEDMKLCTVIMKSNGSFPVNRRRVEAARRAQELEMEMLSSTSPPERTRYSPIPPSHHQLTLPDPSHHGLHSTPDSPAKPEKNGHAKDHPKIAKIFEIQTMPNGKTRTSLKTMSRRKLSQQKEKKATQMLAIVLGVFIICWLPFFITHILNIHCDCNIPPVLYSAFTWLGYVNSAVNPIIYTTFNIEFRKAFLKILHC
#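 Tetracycline-induced HEK293 T-REx cells force-coupled to calcium signalling expressed D2; compounds were pin-added after a 10 s baseline, read kinetically 180 s, then an EC20 dopamine challenge followed with a further 180 s calcium read.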
# D1 agonist: activates the human D1 dopamine receptor. activation, % at 2 µM. 1% of 360,000 active. HEK293 T-REx D1 cells, calcium flux, agonist mode. P21728; in the data active means activation above about 30%; further: 0% is about no effect
#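 Agonism was scored from calcium flux recorded over 180 s (1 read/s) after pintool compound addition, following a 10-cycle baseline. Cells were inducible force-coupled HEK293 TREx D1, plated overnight at 30 C and loaded with no-wash calcium dye.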
# GRP78 ERSR act: ER stress response induction in glioma | AID 602332 | U87-MG GRP78 promoter luciferase reporter, 16 h | 0.02% of 420,000 active | Potency, µM, for inactives: at the highest dose activation, hits mostly activators; further: potency means the concentration at half of the fitted maximal effect; series mostly up to about 76 µM; % of control where 0% means no effect; nearly all actives have a fitted effect of over 35% in size
#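 Stably transfected U87-MG human glioma cells carrying a GRP78-based luminescent sensor were seeded at 1000 cells/well, pin-dosed with compounds and incubated 16 h. Luciferase reagent was then added, and end-point luminescence was read after 10 min at room temperature.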
# Vif-A3F inh: blocks the Vif interaction with APOBEC3F | AID 602313 | HeLa A3F-eYFP + Vif (tagged APOBEC3F with the HIV-1 protein that degrades it), YFP fluorescence increase | Potency, µM (doses to about 46.1 µM), inactives show top-dose activity, negative = active | 0.2% of 390,000 active; further: potency means the concentration at half of the fitted maximal effect; % of control where 0% means no effect; nearly all actives have a fitted effect of over 65% in size
#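 Fluorescence increase (Ex 488/Em 500-530) after overnight compound treatment at 37 deg C flags inhibition of Vif-driven A3F-eYFP loss in stable HeLa A3F-eYFP/Vif cells seeded overnight beforehand.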
# D1 potentiator: potentiators of human D1 dopamine receptor; HEK293 TREx D1 cells, calcium flux, dopamine EC20 potentiation; potentiation, % at 10 µM; 0.036% of 360,000 active; AID 504651; in the data active means potentiation above about 30%; further: 0% is about no effect
# D1 antag: blocks dopamine activation of the human D1 receptor; P21728; AID 504652; activity change, negative = inhibition, % at 10 µM; HEK293 TREx D1 cells, calcium flux, dopamine EC80; stronger effect = lower value; 3.2% of 360,000 active; in the data active means activity change below about -30%; further: on the % scale 0 is the no-effect control and ±100 the full control effect
#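 HEK293 T-REx cells expressing inducible, force-coupled D1 receptor; no-wash Ca dye, 30–90 min RT. Cmpd → 180 s read at 1 Hz → EC80 DA → 180 s read.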
# Starred values were filed as active, the others as inactive; ? = inconclusive; . = no result given; & = joins results of further samples. Unless noted, the call rests on the fitted dose curve; in most records, active means well fitted curve in the direction sought with a large enough effect; inconclusive means small, poorly fitted or top-dose-only effect, or another doubt; inactive means no such curve, though single readings can be large; an effect the other way counts as inactive or inconclusive.
SMILES,RXFP1 antag,RXFP1 ag,Vif-A3G inh,D2 potentiator,D1 agonist,GRP78 ERSR act,Vif-A3F inh,D1 potentiator,D1 antag
NC(=O)NC(=O)COC(=O)CC12CC3CC(CC(C3)C1)C2,-5,-0.5%,0%,-3,-4,0%,13%,0,15
O=C(CCN1CCN(C(=O)c2ccccc2)CC1)c1ccc(Br)cc1,-8,6.0%,-1%,-11,7,-5%,9%,-7,1
Cc1onc(-c2ccccc2Cl)c1C(=O)N1CCOC12CCCCC2,16,1.8%,7%,-1,1,-2%,-2%,-9,2
CCOC(=O)C1(Cc2ccccc2)CCN(Cc2nccn2CC)CC1,-39,-1.0%,0%,4,1,-3%,-4%,3,-29
Cn1c(C(=O)NCCc2ccccc2)cc2cc(S(=O)(=O)N3CCCCC3)ccc21,-19,6.5%,3%,5,5,-3%,-1%,-2,-29
Cc1cccc(OCC(=O)N/N=C\C=C\c2ccc3c(c2)OCO3)c1C,4,-2.8%,2%,0,3,-7%,-4%,0,-13
CC(C)OC(=O)Cn1nc(C(F)(F)F)c2c1CCCC2,2,0.5%,4%,4,2,-3%,-3%,1,8
COc1ccc2c(-c3ccccc3)cc3nnnn3c2c1,1,6.2%,1%,4,1,-3%,1%,6,1
O=C(CCCOc1ccccc1)N1CCc2ccccc2C1,-3,2.0%,-1%,-6,0,1%,-2%,-2,-5
CC1CC(C)CN(C(=O)CSc2nc(N)cc(=O)[nH]2)C1 (configuration not stated),4,0.2%,-1%,11,2,-8%,5%,4,10
COc1ccc(C2(C)NC(=O)N(CC(=O)NC(C)c3ccc(CC(C)C)cc3)C2=O)cc1 (configuration not stated),-9,2.5%,6%,3,10,-5%,-5%,-1,-1
CCc1ccc(NC(=O)C2C3C=CC(C4CC34)C2C(=O)O)cc1 (configuration not stated),1,-0.4%,6%,-1,0,2%,1%,3,0
O=C(CN1C(=O)NC2(CCCCCC2)C1=O)Nc1ccc(Br)cc1Br,-1,2.8%,-6%,16,0,-5%,-7%,-7,-18
COCCCNC(=O)Cn1c(=O)nc(-c2ccccc2)c2ccccc21,17,3.4%,-4%,0,-1,-1%,-2%,-1,-3
O=C(COC(=O)c1cc(Cl)nc(Cl)c1)Nc1ccc(Cl)c(S(=O)(=O)N2CCOCC2)c1,3,.,1%,.,.,3%,4%,.,.
O=C(CN1CCCCC1)Nc1ccc(N2CCCCCC2)cc1,-19,6.5%,3%,1,5,0%,13%,3,9
Cc1cc(C)c(NC(=O)c2ccc(CN3CCc4ccccc4C3)cc2)c(C)c1,-17,2.0%,1%,-24,1,-3%,-9%,-7,-6
O=C(O)CSc1nnc2c(n1)[nH]c1ccccc12,-10,5.1%,-2%,9,2,0%,0%,-5,-13
Cc1nc(NC(=O)CSc2cc(C)c3ccccc3n2)c(Cl)cc1Cl,-1,10%,1%,1,10,-3%,5%,16,-1
CCOC(=O)COc1c(/C=N\O)cc(Cl)cc1OC,-23,4.3%,-2%,1,1,-2%,-5%,-5,17
CCc1cc2c(=O)c(-c3cnn(-c4ccccc4)c3)c(C)oc2cc1OCC(=O)Nc1cccc(C)c1,-2,6.2%,1%,9,3,-4%,-3%,-4,4
O=C1NC(=O)/C(=C/c2ccc(O)cc2)S1,-8,-0.5%,-1%,18,1,-3%,2%,0,5
COc1cc(C2Nc3ccccc3NC3=C2C(=O)CC(C)(C)C3)cc(OC)c1OC(C)=O (configuration not stated),4,2.8%,-2%,11,5,-5%,12%,-2,-24
CCN(CC(=O)NCC1CCCO1)S(=O)(=O)c1ccc2ccccc2c1 (configuration not stated),5,0.3%,-4%,.,1,-5%,-3%,-1,4
Cc1ccc(NC(=O)Cc2ccsc2)cc1Cl,6,0.5%,-3%,-8,3,-3%,1%,-3,-3
COc1ccc(N2CC(NC(=O)c3cccc4ccccc34)CC2=O)cc1OC (configuration not stated),-14,-0.2%,1%,0,1,-2%,0%,-2,0
Cc1n(Cc2ccccc2)c2ccccc2[n+]1Cc1ccccc1,17,0.5%,-2%,-1,4,0%,-4%,2,9
CS(=O)(=O)N(CC(=O)Nc1ccc2c(c1)OCCO2)Cc1ccc(Cl)cc1,-7,-0.3%,3%,3,7,-3%,-2%,-9,-9
COc1ccc(Cl)cc1S(=O)(=O)N1CCN=C1C,-3,1.5%,4%,2,2,-3%,-2%,.,13
CCOc1ccc(C(=O)Nc2ccc3c(c2)CCCN3S(=O)(=O)c2ccc(C)cc2)cc1,0,2.0%,-5%,-1,2,-3%,-3%,-1,-8

# Among those listed so far, 2 have a COOH group:
SMILES,RXFP1 antag,RXFP1 ag,Vif-A3G inh,D2 potentiator,D1 agonist,GRP78 ERSR act,Vif-A3F inh,D1 potentiator,D1 antag
CCc1ccc(NC(=O)C2C3C=CC(C4CC34)C2C(=O)O)cc1 (configuration not stated),1,-0.4%,6%,-1,0,2%,1%,3,0
O=C(O)CSc1nnc2c(n1)[nH]c1ccccc12,-10,5.1%,-2%,9,2,0%,0%,-5,-13

# (list continues)
SMILES,RXFP1 antag,RXFP1 ag,Vif-A3G inh,D2 potentiator,D1 agonist,GRP78 ERSR act,Vif-A3F inh,D1 potentiator,D1 antag
CC(C)(C)[C@@H]1C=C(C(=O)N2CCN(Cc3ccccc3)CC2)O[C@H](OCCCCO)C1,.,-1.7%,-7%,5,-5,-4%,-5%,0,3
O=c1[nH]ccc2c([N+](=O)[O-])cccc12,2,2.8%,0%,5,0,-1%,0%,6,6
CCn1c(=O)c(-[n+]2ccccc2)c(O)c2ccccc21,4,-0.1%,1%,5,2,-1%,0%,2,-35*
COc1ccc(NC(=O)CN2CCC(C)CC2)c([N+](=O)[O-])c1,5,-0.2%,0%,-17,1,1%,-5%,-6,3
O=C(/C=N/O)Nc1ccc(F)cc1,12,1.1%,0%,0,1,2%,0%,-1,-2
CCOC(=O)N1CCN(C(=O)CSCC(=O)N=c2sc3ccccc3n2C)CC1,-1,4.2%,0%,-13,1,-4%,-2%,1,-1
CSC1=C(C#N)C(C)CC(=O)N1 (configuration not stated),1,-1.4%,-1%,17,1,-3%,3%,1,-16
CCOc1ccc(S(=O)(=O)Nc2cc3c(C(=O)OCc4ccccc4)c(C)oc3c3ccccc23)cc1,0,-0.4%,?,14,8,-1%,-5%,-2,0
COc1cccc(OCc2cc(C(=O)N(C)C3CC(C)(C)NC(C)(C)C3)no2)c1,11,-0.4%,-6%,13,11,-3%,-14%,1,9
O=S(=O)(Nc1nccs1)c1ccc(Nc2nnc(-c3ccccc3)c3ccccc23)cc1,?,-0.9%,-2%,-4,3,-3%,-31%,-9,-5
Cc1ccc(S(=O)(=O)NCC(=O)N/N=C/c2ccc(Cl)cc2)cc1,.,-3.3%,-1%,12,1,-3%,-12%,6,2
CC1CCCCN1C(=O)c1cnn2c(C(F)(F)F)cc(-c3ccco3)nc12 (configuration not stated),5,-0.4%,2%,10,1,-4%,2%,-4,-16
CC1CCC(NC(=O)C2CCC(CNS(=O)(=O)c3ccccc3)CC2)CC1 (configuration not stated),-16,5.3%,-1%,-4,0,0%,5%,-1,-1
Cc1c(C(=S)Nc2ccccc2)cnn1-c1ccc([N+](=O)[O-])cc1,-29,1.7%,-7%,-8,2,2%,-5%,-8,-9
O=C(C[n+]1ccccc1)Nc1ccccc1,4,.,3%,.,.,0%,0%,.,.
O=C(N[C@@H](Cc1ccccc1)C(=O)NCc1ccc(F)cc1)C1CCNCC1,-15,2.8%,2%,8,4,-5%,11%,10,14
CN1CCO/C1=C(\C(Cl)=C(Cl)Cl)[N+](=O)[O-],3,3.6%,2%,1,-1,1%,-2%,0,1
Cc1ccc(/C(O)=C2/C(=O)C(=O)N(CC(=O)O)C2c2ccc([N+](=O)[O-])cc2)cc1 (configuration not stated),2,0.8%,-3%,-1,6,-1%,-1%,-3,4
Cc1ccn(C(CC(=O)c2ccc(Br)cc2)C(=O)O)n1 (configuration not stated),-11,-0.4%,1%,-1,2,-4%,-1%,1,-14
Cn1ncc2c(Nc3ccc(Br)cc3)nc(Nc3ccc(Br)cc3)nc21,-3,1.0%,-7%,-2,3,4%,0%,-4,-13
CC(=O)N=C1C=CC(=CN(O)C(C)(C)Cc2ccccc2)C=C1,.,-2.2%,-3%,-1,1,-1%,4%,0,3
COc1ccc(-c2nc3sc(CCNC(=O)C(=O)Nc4cc(C)cc(C)c4)c(C)n3n2)cc1,3,3.1%,1%,15,0,-1%,1%,-3,.
Cc1cccc(SC2CCN(Cc3nc(CC4CC4)no3)CC2)c1,-31,-0.6%,-7%,2,0,-2%,-4%,7,-15
CCC(C)NC(=O)c1ccc(CNS(=O)(=O)c2ccc3c(c2)C(C)(C)C(=O)N3C)cc1 (configuration not stated),11,0.7%&0.5%,4%&4%,3&0,1&1,-5%&-2%,-2%&5%,-5&-4,9&-9
COC(=O)C1=C(C)N(C2CCCCC2)C(=O)/C1=C\c1cccs1,-5,1.4%,0%,.,1,-2%,13%,13,6
O=C(/C=C/c1cn(CC(O)CN2CCOCC2)c2ccccc12)c1cccs1 (configuration not stated),.,2.6%,.,-6,27,.,.,-5,-81*
COc1ccc(/C=C/C(=O)c2ccc3c(c2)OCCO3)cc1[N+](=O)[O-],-15,1.9%,-22%,3,-1,?,-12%,-2,-22
COc1ccc(-n2c(SCC(=O)Nc3cc(C(=O)O)ccc3C)nc3ccccc3c2=O)cc1Cl,-9,4.0%,-1%,-5,3,-3%,1%,1,11
CC1(C)CC(=O)C2=C(C1)OC(/N=C/N1CCCC1)=C(C#N)C2c1ccccc1 (configuration not stated),12,-2.2%,1%,-13,-1,-2%,3%,-12,-95*
COC(=O)CSc1nnc(NC(=O)CCc2ccccc2)s1,4,1.6%,-1%,24,22,-14%,-9%,-4,6
CCN(CC)C(=O)C1=C(C)N(CCCN2CCCC2=O)C(=O)C(CC(=O)NCc2cccc3ccccc23)C1 (configuration not stated),5,.,-4%,.,.,-5%,-10%,.,.
CCc1ccccc1S(=O)(=O)Cc1ccc(C(=O)NCc2ccc(Cl)cc2)o1,.,-0.4%,-3%,1,4,-4%,3%,-3,5

# From PubChem BioAssay

# An excerpt; count on the stated rates, not on these rows.
